Screens (PubChem BioAssay)
TRHR agonist = agonists of human TRH receptor | activation, % at 2 µM | P34981 | TRHR cells, calcium flux fluo-8, FDSS agonist mode | 360,000 compounds, 0.18% hits; also: 0% is about no effect
Target sequence (P34981 whole entry, looked up): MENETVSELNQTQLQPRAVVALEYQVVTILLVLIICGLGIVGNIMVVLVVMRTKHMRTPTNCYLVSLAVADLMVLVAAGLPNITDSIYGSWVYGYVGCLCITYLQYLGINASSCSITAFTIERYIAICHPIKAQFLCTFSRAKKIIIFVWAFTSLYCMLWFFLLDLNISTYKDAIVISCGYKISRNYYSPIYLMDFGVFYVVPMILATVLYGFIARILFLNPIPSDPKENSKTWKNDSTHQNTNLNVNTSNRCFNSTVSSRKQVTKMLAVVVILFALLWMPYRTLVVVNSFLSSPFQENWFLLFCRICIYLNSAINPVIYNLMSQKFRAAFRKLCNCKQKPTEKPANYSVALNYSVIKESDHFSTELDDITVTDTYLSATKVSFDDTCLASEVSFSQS
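Agonist-mode FDSS calcium read (Ex 480/Em 530, 1 s cycles) in 1536-well TRHR cells with fluo-8 dye, after 10-cycle baseline and 23 nL compound addition; TRH at EC20 (10 nM final) added afterwards for the enhancer phase.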
D1 agonist = human D1 receptor agonism; HEK293 T-REx D1 cells, calcium flux, agonist mode; 360,000 compounds, 1% hits; activation, % at 2 µM; also: 0% is about no effect
Target sequence (P21728 whole entry, looked up): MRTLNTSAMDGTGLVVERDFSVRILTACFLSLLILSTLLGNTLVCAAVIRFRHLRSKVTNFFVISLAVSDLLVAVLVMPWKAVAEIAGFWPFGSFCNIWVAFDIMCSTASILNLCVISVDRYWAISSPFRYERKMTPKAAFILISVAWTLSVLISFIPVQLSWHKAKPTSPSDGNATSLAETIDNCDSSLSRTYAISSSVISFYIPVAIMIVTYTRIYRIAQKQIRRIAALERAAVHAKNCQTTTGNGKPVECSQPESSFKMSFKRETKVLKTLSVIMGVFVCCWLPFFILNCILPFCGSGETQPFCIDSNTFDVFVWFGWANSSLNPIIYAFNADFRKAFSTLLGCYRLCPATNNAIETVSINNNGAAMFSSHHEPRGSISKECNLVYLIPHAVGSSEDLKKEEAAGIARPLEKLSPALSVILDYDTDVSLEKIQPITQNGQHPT
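Tetracycline-induced HEK293 TREx D1 cells, force-coupled to calcium signalling, were dye-loaded with a no-wash calcium kit. Compound was pin-added after a 10 s baseline. Fluorescence was read kinetically at 1 cycle/s for 180 s, with calcium rises flagged as agonism.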
D2 ag = activates the human D2 dopamine receptor; P14416; HEK293 T-REx D2 cells, calcium flux agonist mode; activation, % at 2 µM; 340,000 compounds, 0.53% hits; AID 485358;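 active = activation over 3 SD above normal in the single-dose calcium agonist read, cut at about 30% in these data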; also: 0% is about no effect
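HEK293 Trex D2 cells, tetracycline-induced, o/n 30 C 5% CO2; no-wash Ca dye, RT 30–90 min; 10-cycle baseline, 23 nl cpd added, kinetic Ca read 180 s; agonist hits = positive Ca response.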
D2 potentiator = positive allosteric modulators of human D2 dopamine receptor; P14416; HEK293 T-REx D2, calcium flux, EC20 dopamine potentiation; potentiation, % at 10 µM; 340,000 compounds, 0.34% hits; AID 485347;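 active = potentiation over 3 SD above the plate norm, cut at about 30% in these data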; also: 0% is about no effect
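Potentiation of an EC20 dopamine calcium response is measured in a force-coupled, tetracycline-inducible Hek293 Trex D2 line. Compound-only kinetic reads over 180 s flag agonists before dopamine addition.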
D2 antag = antagonizes the human D2 dopamine receptor | HEK293 TREx D2 cells, calcium flux, dopamine EC80 | inhibition, % at 10 µM | 340,000 compounds, 2% hits; in the data active = inhibition above about 30%; also: 0% is about no effect
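Calcium mobilization kinetics were recorded at 1 s intervals in tetracycline-induced HEK293 T-REx D2 cells, first for 180 s after compound addition and then 180 s after EC80 dopamine.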
D1 potentiator = potentiators of human D1 dopamine receptor. P21728. HEK293 TREx D1 cells, calcium flux, dopamine EC20 potentiation. potentiation, % at 10 µM. 360,000 compounds, 0.036% hits; in the data active = potentiation above about 30%; also: 0% is about no effect
RXFP1 antagonist = antagonists of human relaxin receptor RXFP1 | HEK293-RXFP1, relaxin-stimulated cAMP HTRF, 30 min; hits give low values | activity change, negative = inhibition, % at 57.5 µM | 350,000 compounds, 0.59% hits;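 active = activity change of -60% or lower, but not beyond a set lower limit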; also: % is scaled to controls: 0 for no effect and ±100 for the full control effect
TRHR enhancer = allosteric enhancers of human TRH receptor; P34981; TRHR cells, fluo-8 calcium fluorescence, EC20 TRH enhancement; enhancement, % at 2 µM; 360,000 compounds, 0.66% hits; AID 493056; in the data active = enhancement above about 30%; also: 0% is about no effect
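TRHR-expressing cells loaded with fluo-8 calcium dye were read kinetically (ex 480/em 530) during compound addition, then stimulated with an EC20 of TRH (10 nM final). Enhancement of the Gq-mediated intracellular calcium response was scored.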
D1 antag = human D1 dopamine receptor antagonism | P21728 | HEK293 TREx D1 cells, calcium flux, dopamine EC80; hits give low values | activity change, negative = inhibition, % at 10 µM | 360,000 compounds, 3.2% hits; in the data active = activity change below about -30%; also: % is scaled to controls: 0 for no effect and ±100 for the full control effect
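Kinetic fluorescence of a calcium dye serves as the read-out. D1-expressing Hek293 Trex cells, induced overnight at 30 C, are exposed to compound for 180 s before an EC80 dopamine addition, then read 180 s further.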
The depositor's hits bear a star; · = not tested or not shown; & = joins results of further samples. Rule as the data show it, unless noted: active = activation above about 30%; inactive = the rest.

The first 4 compounds, to show the layout:
SMILES | TRHR agonist | D1 agonist | D2 ag | D2 potentiator | D2 antag | D1 potentiator | RXFP1 antagonist | TRHR enhancer | D1 antag
COc1ccc(S(=O)(=O)c2cn(Cc3ccccc3)c3cc(N4CCCC4)c(F)cc3c2=O)cc1 | 1.0 | 4 | -0.5 | 4 | · | -1 | -14 | 8 | -19
C=CCSc1nnc(-c2nnc(SCC=C)n2-c2ccccc2)n1-c1ccccc1 | 0.9 | 4 | 0.5 | 14 | 5 | 0 | -4 | -11 | 18
CCOC(=O)c1cnc(COc2ccccc2Cl)[nH]c1=O | 0.3 | 1 | 0.2 | -4 | 1 | 2 | -1 | 4 | -3
COc1cccc(OCCN2CCN(c3ncnc4c3cnn4-c3ccccc3)CC2)c1 | -0.8 | 13 | 0.6 | 11 | 8 | -5 | 3 | 10 | -9

The list itself, from the first entry:
SMILES | TRHR agonist | D1 agonist | D2 ag | D2 potentiator | D2 antag | D1 potentiator | RXFP1 antagonist | TRHR enhancer | D1 antag
COc1ccc(S(=O)(=O)c2cn(Cc3ccccc3)c3cc(N4CCCC4)c(F)cc3c2=O)cc1 | 1.0 | 4 | -0.5 | 4 | · | -1 | -14 | 8 | -19
C=CCSc1nnc(-c2nnc(SCC=C)n2-c2ccccc2)n1-c1ccccc1 | 0.9 | 4 | 0.5 | 14 | 5 | 0 | -4 | -11 | 18
CCOC(=O)c1cnc(COc2ccccc2Cl)[nH]c1=O | 0.3 | 1 | 0.2 | -4 | 1 | 2 | -1 | 4 | -3
COc1cccc(OCCN2CCN(c3ncnc4c3cnn4-c3ccccc3)CC2)c1 | -0.8 | 13 | 0.6 | 11 | 8 | -5 | 3 | 10 | -9
CCN(C1CCS(=O)(=O)C1)S(=O)(=O)c1ccc2ccccc2c1 (configuration not stated) | 0.5 | 5 | 0.1 | -11 | 18 | -8 | 21 | -3 | 0
CCN(c1ccc(C(=O)CN2C(=O)NC3(CCOc4ccccc43)C2=O)cc1)S(C)(=O)=O (configuration not stated) | 0.6 | 16 | -0.2 | 5 | 0 | -3 | -5 | 0 | -19
Cc1ccc(N2CC(C(=O)N3CCC(c4nc5ccccc5[nH]4)CC3)CC2=O)cc1C (configuration not stated) | 0.2 | 5 | -0.3 | -11 | 34* | -2 | -2 | -2 | -24
COc1ccc(CNC(=O)C(=O)NCC(c2cccs2)S(=O)(=O)c2cccs2)cc1 (configuration not stated) | -0.1 | 1 | 0.2 | · | · | -3 | · | -7 | ·
O=C(O)c1ccc(S(=O)(=O)Nc2ccc(F)c(Cl)c2)cc1 | -0.2 | 4 | 0.7 | -1 | -19 | -4 | -2 | -2 | 19
CN(Cc1ccccc1)S(=O)(=O)c1ccc(Cl)c(C(=O)NCc2cccnc2)c1 | -0.5 | 7 | 0.4 | 2 | 0 | -6 | 7 | 1 | -8
Cc1cccn2c(=O)c(/C=C(\C#N)c3nc4ccccc4s3)c(Oc3ccc(Br)cc3)nc12 | -0.8 | 15 | -0.7 | 9 | · | -5 | -27 | -1 | -6
CCOc1ncccc1C(=O)NCc1ccc(C)cc1 | -1.8 | 1 | -1.1 | 15 | -2 | -4 | 15 | -3 | -4
Cn1c(=O)c2c(n3c4ccccc4nc13)NC(=O)CC2c1cccc(Cl)c1 (configuration not stated) | 0.3 | 4 | 0.5 | 3 | · | 0 | -2 | -5 | 8
CCOC(=O)N1CCN(CC(O)COCc2ccc(Cl)cc2)CC1 (configuration not stated) | 0.2 | 3 | 1.1 | 15 | -8 | -2 | -3 | 5 | 4
Clc1ccc(OCCCNCc2ccccc2)c2ccccc12 | 1.4 | 31* | 4.2 | -30 | 41* | 16 | -6 | 2 | -2
Cc1cc(O)c(S(=O)(=O)c2ccccc2)c(C)c1NS(=O)(=O)c1ccccc1 | -2.2 | 4 | -2.2 | 27 | 3 | 4 | 19 | 6 | 4
COc1ccc(C2=CC(=O)CC(C)(C)C2)cc1OC | -0.5 | -1 | -1.7 | 5 | 1 | -3 | · | 3 | ·
O=C(NCCOc1ccccc1Cl)C(=O)Nc1ccccc1 | -0.2 | 5 | -1.3 | -1 | 15 | 2 | -17 | -1 | 7
COc1cc2ccccc2cc1C(=O)Nc1ccc2oc(-c3ccccc3)nc2c1 | 0.8 | 6 | 1.4 | -2 | · | -2 | -5 | -7 | 8
CCC1CCCCN1CCCNC(=O)CNC(=O)c1nn(-c2ccc(OC)c(Cl)c2)c(=O)c2ccccc12 (configuration not stated) | -0.9 | -2 | · | · | · | -3 | -3 | 3 | -7
Cc1ccc(S(=O)(=O)NCCC(=O)NCc2ccccc2)cc1 | -1.2 | 0 | -0.3 | -1 | -8 | -7 | 6 | -2 | -4
COc1ccc(NC(=O)c2cnc3n(c2=O)CCS3)cc1OC | 0.7 | 0 | 0.9 | 1 | -13 | -2 | · | 1 | -5
COc1ccc(NC(=O)C23CCC(C)(C(=O)C2)C3(C)C)cc1 (configuration not stated) | 1.5 | 2 | 0.4 | -1 | -13 | -1 | 2 | -2 | 0
COc1ccc(S(=O)(=O)NC(C)C(=O)N2CCCCCC2)cc1 (configuration not stated) | -0.4 | 0 | -2.1 | 17 | -5 | 4 | 4 | -5 | 7
O=c1[nH]nc(Cc2ccc(-c3cccc(Cl)c3)o2)c2ccccc12 | -0.1 | 7 | -0.1 | 2 | -3 | 0 | -8 | -12 | -2

Five compounds drawn at random from those above:
SMILES | TRHR agonist | D1 agonist | D2 ag | D2 potentiator | D2 antag | D1 potentiator | RXFP1 antagonist | TRHR enhancer | D1 antag
CCC1CCCCN1CCCNC(=O)CNC(=O)c1nn(-c2ccc(OC)c(Cl)c2)c(=O)c2ccccc12 (configuration not stated) | -0.9 | -2 | · | · | · | -3 | -3 | 3 | -7
COc1ccc(CNC(=O)C(=O)NCC(c2cccs2)S(=O)(=O)c2cccs2)cc1 (configuration not stated) | -0.1 | 1 | 0.2 | · | · | -3 | · | -7 | ·
COc1ccc(C2=CC(=O)CC(C)(C)C2)cc1OC | -0.5 | -1 | -1.7 | 5 | 1 | -3 | · | 3 | ·
CCOc1ncccc1C(=O)NCc1ccc(C)cc1 | -1.8 | 1 | -1.1 | 15 | -2 | -4 | 15 | -3 | -4
COc1ccc(S(=O)(=O)c2cn(Cc3ccccc3)c3cc(N4CCCC4)c(F)cc3c2=O)cc1 | 1.0 | 4 | -0.5 | 4 | · | -1 | -14 | 8 | -19

(list continues)
SMILES | TRHR agonist | D1 agonist | D2 ag | D2 potentiator | D2 antag | D1 potentiator | RXFP1 antagonist | TRHR enhancer | D1 antag
O=C(O)c1cc2c(=O)c3ccccc3oc2nc1C(F)(F)F | 0.0 | 1 | 0.4 | 7 | -5 | -8 | -20 | -1 | 4
CC(C)(CNC(=O)c1ccc(S(=O)(=O)Nc2ccc(Cl)cc2)cc1)N1CCOCC1 | 1.3 | 12 | 0.8 | 2 | -13 | 1 | -11 | 25 | 7
Cc1ccc2cccc(NC(=O)c3ccc(OC(C)C)cc3)c2n1 | -0.9 | 4 | -1.4 | -1 | · | -1 | -1 | -1 | 3
Cc1cccc2sc(NS(C)(=O)=O)nc12 | 0.1 | 4 | -1.1 | 5 | 30 | -2 | 3 | -11 | -2
Cc1ccc(C(=O)n2nc(-c3ccco3)nc2N)cc1 | -0.4 | 1 | -0.6 | -1 | 0 | -3 | · | -6 | 0
CCOC(=O)NC1(C(F)(F)F)C(=O)N(Cc2ccccc2)C2=C1C(=O)CC(C)(C)C2 (configuration not stated) | -0.6 | 0 | 0.0 | -3 | 21 | -6 | -7 | 11 | -15
O=C(CSc1nnc(-c2ccccc2)o1)n1c2c(c3ccccc31)CCCC2 | 0.0 | 1 | -1.0 | -7 | -22 | 1 | · | -4 | 1
CSCC[C@H](NS(=O)(=O)c1ccc(C)cc1)C(=O)N1CCC(C(=O)N[C@@H](Cc2ccccc2)C(=O)O)CC1 | 0.1 | 0 | 0.4 | 5 | 3 | -3 | · | -2 | -23
O=C(NCCc1ccc(Cl)cc1)C1CCC(CNc2nc(=S)[nH]c3ccccc23)CC1 (configuration not stated) | 0.4 | 5 | 0.4 | -9 | 1 | 2 | -25 | 0 | 1
CS(=O)(=O)c1ccc2nc(NC(=O)c3cccs3)sc2c1 | 0.0 | 3 | 1.6 | 1 | -10 | 10 | 6 | 0 | 3
O=C(Nc1nccs1)c1cc2sccc2n1Cc1ccc(F)cc1 | -0.2 | 4 | 0.0 | 3 | -4 | -7 | -12 | 9 | -21
COc1cccc(OC)c1C(=O)Nc1ccc2c(c1)CCCN2S(=O)(=O)c1ccc(C)cc1 | 0.1&0.2 | 9&3 | -0.4&1.8 | -6&-1 | 0 | -5&-1 | -14&4 | -5&8 | -13&-9
COC(=O)c1ccc(COc2ncnc3ccccc23)o1 | 0.2 | -1 | 7.3 | · | 16 | -7 | 8 | 3 | 17
CCc1nnc(NC(=O)CSc2nc3ccccc3s2)s1 | -0.2 | 2 | -0.2 | 6 | -3 | -5 | -19 | 6 | -6
Cc1ccc(C(=O)NCCC2=CCCCC2)cc1S(=O)(=O)N1CCCCC1 | -0.1 | 15 | -0.4 | 0 | 18 | -2 | -31 | 4 | -8
Cc1ccc(S(=O)(=O)c2nnn3c2nc(NCCc2ccccc2)c2sccc23)cc1 | 0.6 | 5 | 0.5 | -9 | · | -5 | -39 | -2 | -27
COc1ccc(-c2nsc(SCC(=O)NCC3CCCO3)n2)cc1 (configuration not stated) | -0.4 | 4 | · | · | · | -4 | 8 | -1 | -19
Cc1ccc(S(=O)(=O)NCCS(=O)(=O)N2CCN(c3ccc(F)cc3)CC2)cc1 | -0.4 | 2 | -0.7 | 0 | 1 | -7 | -19 | 0 | -5
CNC(=O)c1ccc(OC2CSC2)cc1 | -0.3 | 2 | 0.3 | -9 | -24 | -6 | -1 | -3 | -49*
O=Cc1ccccc1OS(=O)(=O)c1ccccc1 | 0.6 | -1 | -0.2 | -1 | 0 | -6 | 19 | 7 | 4
Cc1cccc(-n2c(N)cc(=O)nc2SCC(=O)Nc2cc(C)on2)c1 | 0.4 | 0 | 1.1 | -4 | 13 | 2 | 5 | -4 | 3
Cn1cc(CN2CCN(c3ncccn3)CC2)c(-c2cccc(Cl)c2)n1 | -0.1 | 3 | · | · | · | -1 | -14 | -5 | -2
C=CCN=c1sc(C(=O)OC)cc(=O)n1CC=C | -0.8 | 2 | -0.2 | 6 | -9 | 3 | 23 | -2 | -3
Cc1cc(-c2csc(NC(=O)c3ccc(S(=O)(=O)N(C)C)cc3)n2)c(C)n1-c1ccccc1 | 0.5 | 1 | 1.8 | 0 | 6 | 2 | -4 | 11 | -18
COc1ccc(Br)c2oc(S)cc(=O)c12 | 0.3 | -3 | 0.5 | 10 | -17 | -3 | · | 1 | -9

Look-ups from the list:
O=Cc1ccccc1OS(=O)(=O)c1ccccc1 in D2 ag reads -0.2
Cc1ccc(C(=O)NCCC2=CCCCC2)cc1S(=O)(=O)N1CCCCC1 in D1 agonist reads 15
